# Source: PubChem (Sanford-Burnham Center for Chemical Genomics)
# CCR6 antagonist – antagonists of human CCR6 receptor | actives 0.49% (n = 340,000) | P51684 | CHO-K1 CCR6 PathHunter beta-arrestin, luminescence, CCL20-stimulated | AID 493098 | inhibition, % at 20 µM;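 active means compounds whose inhibition of the agonist-driven luminescence signal at 20 µM reaches about 50%, limit read from the data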;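 further: cells stimulated with CCL20 at 14 nM final; plate controls were DMSO with CCL20 for no effect and DMSO without agonist for full effect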
# Target sequence (P51684 whole entry, looked up): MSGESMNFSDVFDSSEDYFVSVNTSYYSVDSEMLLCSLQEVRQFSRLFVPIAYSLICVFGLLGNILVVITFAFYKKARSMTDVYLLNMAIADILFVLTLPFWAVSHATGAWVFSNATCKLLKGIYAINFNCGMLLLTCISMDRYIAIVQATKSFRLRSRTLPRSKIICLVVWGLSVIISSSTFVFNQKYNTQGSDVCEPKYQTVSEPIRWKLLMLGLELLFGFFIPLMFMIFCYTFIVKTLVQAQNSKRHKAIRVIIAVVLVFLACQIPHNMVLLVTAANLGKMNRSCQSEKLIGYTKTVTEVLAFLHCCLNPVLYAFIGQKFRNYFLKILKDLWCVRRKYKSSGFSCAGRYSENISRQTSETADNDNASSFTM
# Gli-Sufu antag – blocks Gli-Sufu signaling in a luciferase reporter. AID 588413. Sufu-KO-LIGHT fibroblasts, Gli luciferase reporter luminescence. inhibition, % at 5 µM. actives 0.74% (n = 340,000);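 active means inhibition above about 55%, limit read from the data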;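 further: 0% = DMSO-treated cells and 100% = wells with medium but no cells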
# EBI2 antag – EBI2 (human) antagonism | actives 0.81% (n = 360,000) | P32249 | inhibition, % at 5 µM | EBI2 beta-arrestin recruitment, luminescence, 7a,25-OHC stimulated | AID 651636; in the data active means inhibition above about 38%;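 further: enzyme fragment complementation signal reports receptor beta-arrestin coupling in cells; 0% = agonist plus DMSO wells and 100% = wells without agonist; some results beyond the cut were filed as inactive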
# MPTP inh – inhibitors of mitochondrial permeability transition pore | isolated mouse mitochondria, Ca2+ swelling absorbance, 30 min | AID 602449 | actives 1.4% (n = 360,000) | inhibition, % at 10 µM;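 active means inhibition of 50% or more, scaled per plate between neutral and stimulator controls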;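 further: 0% = DMSO wells given calcium and 100% = 1 mM EGTA wells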
# A3G deaminase – blocks human APOBEC3G single-stranded DNA deamination. Q9HC16. actives 0.28% (n = 330,000). inhibition, % at 20 µM. recombinant A3G, ssDNA deamination FAM/TAMRA fluorescence;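 active means inhibition of at least 40% at 20 µM, with no more than 30% in the related APOBEC3A deaminase screen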;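 further: plate controls were DMSO wells with A3G for no effect and wells lacking A3G enzyme for full effect; some compounds called inactive have numbers as strong as hits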
# CXCR6 block – blocks human CXCR6 beta-arrestin recruitment. O00574. CHO-K1 PathHunter CXCR6 beta-arrestin, luminescence. inhibition, % at 20 µM. actives 0.36% (n = 360,000); in the data active means inhibition above about 34%, passing the limit was not always enough;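 further: antagonist mode with CXCL16 agonist at 10 nM final; 0% = 10 nM CXCL16 with DMSO and 100% = unstimulated wells without agonist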
# Target sequence (O00574 whole entry, looked up): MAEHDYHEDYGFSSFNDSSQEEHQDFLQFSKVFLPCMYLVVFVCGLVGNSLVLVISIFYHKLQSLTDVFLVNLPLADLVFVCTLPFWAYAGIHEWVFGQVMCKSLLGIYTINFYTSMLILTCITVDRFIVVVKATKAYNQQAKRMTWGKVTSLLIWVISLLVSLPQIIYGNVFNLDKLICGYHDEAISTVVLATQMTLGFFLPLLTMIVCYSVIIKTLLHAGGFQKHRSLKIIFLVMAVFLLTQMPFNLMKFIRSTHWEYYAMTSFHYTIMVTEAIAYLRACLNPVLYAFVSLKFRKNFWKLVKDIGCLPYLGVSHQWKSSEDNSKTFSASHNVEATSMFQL
# A3A deaminase – inhibitors of human APOBEC3A DNA deaminase. P31941. recombinant A3A, FAM/TAMRA ssDNA deamination fluorescence. inhibition, % at 20 µM. actives 0.41% (n = 330,000);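 active means at least 40% inhibition at 20 µM here, with at most 30% in a related deaminase screen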;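 further: plate controls were A3A with DMSO for no effect and wells lacking A3A enzyme for full effect; some results filed as inactive read as strong as hits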
# NR3A LBD binder – modulates the human NR3A ligand-binding domain; NR3A LBD differential scanning fluorimetry, Tm shift; 0% = protein alone, 100% = glycine-bound protein; Tm shift relative to glycine control, % at 25 µM; actives 2.5% (n = 340,000); AID 1259313;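 active means melting temperature shift of at least 10% of the positive control shift, at one fixed dose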
# The depositor's hits bear a star; . = not tested or not shown.
entry | compound | A3A deaminase | Gli-Sufu antag | NR3A LBD binder | EBI2 antag | MPTP inh | CXCR6 block | A3G deaminase | CCR6 antagonist
1 | CCn1c(SCC(=O)NC2CCCC2)nnc1-c1cccnc1 | -4 | 1 | -2 | -8 | -1.3 | -2 | -3 | 14
2 | Cc1ccc(-c2noc(CCC(=O)Nc3ccc(C)cn3)n2)cc1 | -5 | 41 | 11* | 3 | 3.1 | -2 | -9 | 13
3 | COc1cccc(NC(=O)C2CCN(S(C)(=O)=O)CC2)c1 | -1 | 2 | 2 | 0 | -1.3 | 0 | 4 | -10
4 | O=C(Cc1c(O)c2ccccc2[nH]c1=O)NCc1cccc(F)c1 | -5 | 4 | 0 | -8 | -0.7 | -7 | -11 | 4
5 | CCOC(=O)C1=C(c2ccccc2)O/C(=C(/C(=O)OC)C(F)(F)F)S1 | 2 | 5 | 1 | 10 | 3.9 | 1 | -3 | 20
6 | CCOc1ccc(NC(=O)C2CCCN2C(=O)NC2CCCCC2)cc1 (centres undefined) | -2 | 18 | 0 | 2 | -0.8 | -2 | -8 | 1
7 | N#Cc1c(NC(=O)COC(=O)c2ccc(F)cc2)sc2c1CCC2 | 0 | -15 | -1 | -16 | 0.9 | 0 | -2 | 8
8 | Cc1c(C(c2ccc([N+](=O)[O-])cc2)c2c(C)n(C)n(-c3ccccc3)c2=O)c(=O)n(-c2ccccc2)n1C | 0 | 0 | 0 | -14 | 4.2 | 7 | -4 | -13
9 | COC(=O)Cc1n[nH]c(=O)c2ccccc12 | 0 | 1 | 0 | -5 | 1.5 | -14 | -2 | -6
10 | Cn1c(=O)n(C)c2cc(/C=N/NC(N)=S)ccc21 | -4 | -4 | -2 | -9 | -0.5 | 3 | -10 | 1

# Some entries already given, showing only EBI2 antag.
no.	SMILES	EBI2 antag
1	CCn1c(SCC(=O)NC2CCCC2)nnc1-c1cccnc1	-8
2	Cc1ccc(-c2noc(CCC(=O)Nc3ccc(C)cn3)n2)cc1	3

# (listing goes on)
entry | compound | A3A deaminase | Gli-Sufu antag | NR3A LBD binder | EBI2 antag | MPTP inh | CXCR6 block | A3G deaminase | CCR6 antagonist
11 | Cc1ccc(C(=O)N2CCC3(CC2)Oc2ccc(Cl)cc2C(=O)C32CC(c3ccc(Cl)cc3)=NO2)s1 (centres undefined) | -1 | -10 | 9 | 10 | 1.3 | 6 | -6 | 14
12 | CC(C)CN(C(=O)CSc1ccc2c(c1)OCCO2)c1c(N)n(CC(C)C)c(=O)[nH]c1=O | 10 | 0 | 1 | 2 | 0.1 | 7 | -3 | 1
13 | CCOC(=O)NN1C(=O)c2ccccc2NC1c1cccs1 (centres undefined) | 1 | 20 | 0 | -2 | -0.6 | 0 | -7 | 6
14 | COc1cc(CC(=O)OCC(=O)Nc2sccc2C(N)=O)cc(OC)c1OC | 0 | 35 | -4 | -16 | -0.7 | -15 | -8 | -13
15 | O=c1[nH]c(SCc2ccc(F)cc2)nc2c1cnn2-c1ccc(F)cc1 | -3 | 5 | 2 | 28 | 3.3 | 5 | -7 | 3
16 | O=C(NCc1ccccc1Cl)NC(=O)c1csc([N+](=O)[O-])c1 | -2 | 4 | -2 | 2 | 1.0 | -6 | -8 | -2
17 | COC(=O)COc1ccc(C(=O)Cn2c(NCCCO)nc3ccccc32)cc1 | -1 | -7 | -2 | -7 | -1.8 | 4 | -7 | 5
18 | Cc1c(Br)cc(C(=O)N2CCCC2)c(C)c1C | -1 | 4 | -2 | -1 | -0.7 | -5 | -3 | -2
19 | CSc1ncccc1C(=O)OCC(=O)c1cc2ccccc2o1 | -2 | 11 | -1 | 4 | 1.4 | 34 | -3 | 50*
20 | Cc1c(Cl)cccc1NC(=O)CSc1nnc(CCNC(=O)OC(C)(C)C)o1 | 5 | 8 | 1 | 1 | 0.0 | 1 | 3 | -2

# Individual results from the entries so far.
# A3G deaminase result of compound 14 stands at -8
# CCR6 antagonist result of compound 13 stands at 6
# CCR6 antagonist result of compound 19 stands at 50*
# A3A deaminase result of compound 20 stands at 5
# EBI2 antag result of compound 15 stands at 28

# (cont.)
entry | compound | A3A deaminase | Gli-Sufu antag | NR3A LBD binder | EBI2 antag | MPTP inh | CXCR6 block | A3G deaminase | CCR6 antagonist
21 | O=C(COC(=O)Cc1n[nH]c(=O)c2ccccc12)Nc1cccc(C(F)(F)F)c1 | 5 | -7 | -1 | -5 | -0.1 | 2 | -4 | 6
22 | Cc1ccnc(NC(=O)COC(=O)c2ccc(F)cc2F)n1 | 13 | 7 | -2 | 8 | -0.7 | 4 | 14 | 8
23 | COc1ccc(-c2noc3c2-c2nc(-c4ccccc4C)sc2CC3)cc1 | -2 | -14 | -1 | . | . | . | -1 | 12
24 | Cc1ccc(N(C(=O)CNC(=O)c2ccco2)C(C(=O)NC2CCCCC2)c2cccnc2)cc1F (centres undefined) | -3 | -28 | 2 | -1 | 0.1 | -3 | -7 | 18
25 | CCN(C(=O)CSc1nc2ccccc2n1CCc1ccccc1)C1CCS(=O)(=O)C1 (centres undefined) | -5 | -3 | -3 | -13 | -2.6 | -1 | -10 | 9
26 | COc1cccc(-n2c(C)c(C(C)=O)c(C(C)=O)c2C)c1 | -3 | -4 | 2 | -12 | -3.7 | -16 | -3 | -14
27 | CCOc1c(S(=O)(=O)N2CCCC2)ccc(Cl)c1Cl | 4 | 0 | 1 | -7 | -0.6 | -1 | -1 | 27
28 | CC(NC(=O)c1noc2c1CCCCC2)c1ccccc1 (centres undefined) | -1 | -26 | 1 | -1 | -0.7 | 9 | -5 | -12
29 | CC(C)N1CC(COc2ccccc2Cl)OC1=O (centres undefined) | 0 | 2 | 2 | -4 | -0.9 | 2 | -5 | 3
30 | N/C(Cn1cncn1)=N\NC(=O)C(=O)Nc1ccccc1 | -2 | -5 | -2 | -10 | -2.0 | -10 | -3 | 14

# CCR6 antagonist: hit marks shown above
no.	molecule	A3A deaminase	NR3A LBD binder	EBI2 antag	MPTP inh	CXCR6 block	A3G deaminase	CCR6 antagonist
19	CSc1ncccc1C(=O)OCC(=O)c1cc2ccccc2o1	-2	-1	4	1.4	34	-3	50*

# Remaining list, next part
entry | compound | A3A deaminase | Gli-Sufu antag | NR3A LBD binder | EBI2 antag | MPTP inh | CXCR6 block | A3G deaminase | CCR6 antagonist
31 | NC(=O)c1cc([N+](=O)[O-])cc2c1C=Cc1ccccc1O2 | 41 | 15 | 1 | -4 | -3.9 | -12 | 41 | -18
32 | COc1cc(NC(=O)c2cccs2)c(OC)cc1NC(=O)c1ccco1 | -1 | 1 | 1 | -3 | -0.8 | -2 | 0 | 8
33 | COC(=O)C1=C(C)N(Cc2ccccc2)C(=NCc2ccc(OC)cc2)N[C@H]1c1ccccc1 | 45* | 29 | 1 | -2 | 5.0 | 2 | 11 | 5
34 | COc1cccc(C(=O)Nc2sc3c(c2C(=O)O)CCCC3)c1 | -1 | -2 | -11 | -6 | 3.4 | 5 | -7 | 0

# In the list so far, 5 have a Cl atom.
entry | compound | A3A deaminase | Gli-Sufu antag | NR3A LBD binder | EBI2 antag | MPTP inh | CXCR6 block | A3G deaminase | CCR6 antagonist
11 | Cc1ccc(C(=O)N2CCC3(CC2)Oc2ccc(Cl)cc2C(=O)C32CC(c3ccc(Cl)cc3)=NO2)s1 (centres undefined) | -1 | -10 | 9 | 10 | 1.3 | 6 | -6 | 14
16 | O=C(NCc1ccccc1Cl)NC(=O)c1csc([N+](=O)[O-])c1 | -2 | 4 | -2 | 2 | 1.0 | -6 | -8 | -2
20 | Cc1c(Cl)cccc1NC(=O)CSc1nnc(CCNC(=O)OC(C)(C)C)o1 | 5 | 8 | 1 | 1 | 0.0 | 1 | 3 | -2
27 | CCOc1c(S(=O)(=O)N2CCCC2)ccc(Cl)c1Cl | 4 | 0 | 1 | -7 | -0.6 | -1 | -1 | 27
29 | CC(C)N1CC(COc2ccccc2Cl)OC1=O (centres undefined) | 0 | 2 | 2 | -4 | -0.9 | 2 | -5 | 3
